# Mdm2-MdmX inh – inhibitors of human Mdm2-MdmX association, primary screen, cell-based, luminescence, split luciferase, SaOS-2, uHTS | Protein Mdm4 (Homo sapiens) + E3 ubiquitin-protein ligase Mdm2 (Homo sapiens), … | SaOS-2 split-luciferase Mdm2/MdmX complementation | inhibition, % at 8 µM | 330,000 compounds, 3% hits;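 active = inhibition of at least 50% at 8 µM in the primary screen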
# Jurkat NFkB inh – inhibitors of induced NF-kB luciferase reporter, primary screen, TCR NF-kB activation inhibitor project, cell-based, luminescence, uHTS | Jurkat, PMA/ionomycin-induced NF-kB luciferase reporter | inhibition, % at 4 µM | 330,000 compounds, 0.53% hits | AID 435003, 2010; in the data active = inhibition above about 50%
# 697 NFkB inh – inhibitors of PMA/ionomycin-induced NF-kB reporter, 697 cells, primary screen, B-cell NF-kB inhibitor project, cell-based, luminescence, uHTS; 330,000 compounds, 0.33% hits; inhibition, % at 4 µM; 697 B-cell NF-kB luciferase reporter, 16 h; AID 435022, 2010; in the data active = inhibition above about 35%
# UPR XBP1 act – activators of adaptive XBP1 UPR arm, primary screen, cell-based, CHO-XBP1 luciferase reporter, luminescence, uHTS; AID 463104, 2010; 330,000 compounds, 0.33% hits; IRE1-XBP1 UPR activation; percent of tunicamycin response, DMSO as zero; activation, % at 20 µM;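 active = versus positive control, 20 µM dose yields 30% or more activation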;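 also: 100% = tunicamycin at 10 µg/mL and 0% = DMSO only wells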
#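 Material: CHO-XBP1 cells stably carrying IRE1-XBP1-driven luciferase reporter / Amount: 1000 cells per well / Compound: 20 µM, 1% DMSO / Times: 6 h treatment, 37 °C / Detection: luciferase luminescence / Measure: % activation of reporter signal versus tunicamycin and DMSO controls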
# UPR CHOP act – activators of apoptotic CHOP UPR arm, primary screen, cell-based, CHO-CHOP luciferase reporter, luminescence, uHTS; activation, % at 10 µM; AID 449763, 2010; UPR activation; percent of tunicamycin response over DMSO baseline; 330,000 compounds, 0.34% hits;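 active = at 10 µM dose, activation of 40% or more, normalized to positive control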;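 also: 100% = tunicamycin at 10 µg/mL and 0% = DMSO alone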
#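 Assay system: CHO cells with stable CHOP pathway luciferase reporter; Buffer or medium: F12 plus 10% serum; Times: 16-18 h cell attachment, then 6 h compound exposure, 37 °C; Signal: luciferase luminescence; Read-out basis: percent activation relative to tunicamycin control; Control set: tunicamycin high control, DMSO low control.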
# CXCR6 block – CXCR6 receptor inhibitors, primary screen, cell-based, beta-arrestin, luminescence, CHO-K1 PathHunter, 1536-well. 360,000 compounds, 0.36% hits. C-X-C chemokine receptor type 6 (Homo sapiens), O00574. AID 602244, 2012. inhibition, % at 20 µM; in the data active = inhibition above about 34%, passing the limit was not always enough;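 also: antagonist mode with CXCL16 agonist at 10 nM final; 0% = 10 nM CXCL16 with DMSO and 100% = unstimulated wells without agonist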
# Target sequence (O00574 whole entry, looked up): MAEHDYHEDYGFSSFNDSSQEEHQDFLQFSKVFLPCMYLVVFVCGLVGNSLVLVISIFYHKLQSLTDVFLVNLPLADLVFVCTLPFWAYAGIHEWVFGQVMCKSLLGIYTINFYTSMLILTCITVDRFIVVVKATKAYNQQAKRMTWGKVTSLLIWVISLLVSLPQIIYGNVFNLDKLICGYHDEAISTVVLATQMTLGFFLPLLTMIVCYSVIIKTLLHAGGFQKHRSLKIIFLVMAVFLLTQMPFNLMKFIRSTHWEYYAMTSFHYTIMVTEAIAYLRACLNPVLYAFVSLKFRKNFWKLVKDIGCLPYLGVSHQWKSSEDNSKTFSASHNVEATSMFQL
# Gli-Sufu antag – Gli-Sufu pathway antagonists, primary screen, luciferase luminescence, Sufu-KO-LIGHT cells, uHTS; 340,000 compounds, 0.74% hits; AID 588413, 2011; inhibition, % at 5 µM; Sufu-KO-LIGHT fibroblasts, Gli luciferase reporter luminescence;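 active = inhibition above about 55%, limit read from the data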;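 also: 0% = DMSO-treated cells and 100% = wells with medium but no cells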
# EBI2 antag – EBI2 receptor antagonists, beta-arrestin recruitment, primary screen, cell-based, luminescence, 7a,25-OHC stimulation, uHTS | 7a,25-OHC stimulated | AID 651636, 2012 | 360,000 compounds, 0.81% hits | inhibition, % at 5 µM; in the data active = inhibition above about 38%;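 also: enzyme fragment complementation signal reports receptor beta-arrestin coupling in cells; 0% = agonist plus DMSO wells and 100% = wells without agonist; some results beyond the cut were filed as inactive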
# Target sequence (P32249 whole entry, looked up, the tested form may be a part): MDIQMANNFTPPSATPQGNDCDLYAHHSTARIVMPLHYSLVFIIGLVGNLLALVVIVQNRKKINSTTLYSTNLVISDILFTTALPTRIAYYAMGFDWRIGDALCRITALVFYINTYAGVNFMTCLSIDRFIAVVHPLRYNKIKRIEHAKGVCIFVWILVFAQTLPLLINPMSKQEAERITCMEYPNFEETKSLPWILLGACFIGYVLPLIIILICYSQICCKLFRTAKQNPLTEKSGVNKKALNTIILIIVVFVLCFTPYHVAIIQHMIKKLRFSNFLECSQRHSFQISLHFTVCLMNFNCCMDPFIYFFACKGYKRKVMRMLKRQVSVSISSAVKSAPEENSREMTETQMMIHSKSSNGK
# CCR6 antagonist – CCR6 receptor antagonists, primary screen, cell-based, CHO-K1, luminescence, beta-arrestin, uHTS; C-C chemokine receptor type 6 (Homo sapiens), P51684; inhibition, % at 20 µM; CHO-K1 CCR6 PathHunter beta-arrestin, CCL20-stimulated; 340,000 compounds, 0.49% hits;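 active = compounds whose inhibition of the agonist-driven luminescence signal at 20 µM reaches about 50%, limit read from the data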;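 also: cells stimulated with CCL20 at 14 nM final; plate controls were DMSO with CCL20 for no effect and DMSO without agonist for full effect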
# Target sequence (P51684 whole entry, looked up): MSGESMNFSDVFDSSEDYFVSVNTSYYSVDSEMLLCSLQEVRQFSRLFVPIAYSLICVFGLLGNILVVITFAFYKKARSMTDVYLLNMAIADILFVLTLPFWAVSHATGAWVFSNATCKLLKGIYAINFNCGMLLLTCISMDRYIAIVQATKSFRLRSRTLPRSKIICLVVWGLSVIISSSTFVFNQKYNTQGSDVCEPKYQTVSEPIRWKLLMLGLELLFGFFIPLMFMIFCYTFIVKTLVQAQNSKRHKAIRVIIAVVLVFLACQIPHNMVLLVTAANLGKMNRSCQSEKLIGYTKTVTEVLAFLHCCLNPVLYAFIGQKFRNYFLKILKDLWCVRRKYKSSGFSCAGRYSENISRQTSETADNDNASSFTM
# Active calls of the source: *; / = not tested or not shown.
SMILES,Mdm2-MdmX inh,Jurkat NFkB inh,697 NFkB inh,UPR XBP1 act,UPR CHOP act,CXCR6 block,Gli-Sufu antag,EBI2 antag,CCR6 antagonist
N/C(=N\OS(=O)(=O)c1ccc2ccccc2c1)c1ccncc1,-7,9,-27,-2,2.2,-19,3,-22,-27
CCN(C(=O)CSc1nnc(SC)s1)c1c(N)n(Cc2ccccc2)c(=O)[nH]c1=O,-11,-8,6,3,1.6,0,-16,1,6
Cn1c(C(=O)N2CCN(c3ccc(F)cc3)CC2)cc2ccccc21,11,-7,-10,-2,0.5,5,0,41,7
COCCNC(=O)/C(C#N)=C/c1ccc(O)c([N+](=O)[O-])c1,16,0,14,-2,1.2,12,-8,17,17
CCN1/C(=C/c2sc(-c3ccccc3C)c[n+]2C)Sc2ccccc21,/,/,/,/,/,4,90*,3,-5
CCCc1ccc(Oc2c(-c3ccc(O)c(C)c3O)n[nH]c2C)cc1,13,1,-21,5,2.2,4,-3,12,9
Cn1c(N)c(C(=O)CCl)c(=O)n(Cc2ccccc2)c1=O,26,-11,7,0,16,9,-6,6,21
Cc1ccc(C(C(=O)NC2CCCC2)N(Cc2ccc(F)cc2)C(=O)c2snc(C(N)=O)c2N)o1 (stereo unspecified),-13,12,-4,2,2.0,4,-9,38,16
O=S(=O)(c1cccc(-c2cn3cc(Cl)ccc3n2)c1)N1CCOCC1,-2,10,-2,4,0.4,-4,-1,5,-14
COc1ccc2cc3cc(C(=O)NCCC(C)C)oc3nc2c1,17,6,-23,1,1.6,-6,-21,-5,-2
Cc1ccc2nc(-c3ccco3)c(Nc3ccccc3)n2c1,6,8,-12,1,1.2,0,-12,3,4
OC(COc1c(F)cc(Br)cc1F)CN1CCc2ccccc2C1 (stereo unspecified),19,-5,-1,-2,-0.4,-11,32,6,11
CCn1cc(/C=N\NC(=O)c2cc(-c3ccccc3OC)nc3ccccc23)c(C)n1,15,-6,10,-1,5.6,0,-2,-1,-2
C#CCn1c(=NC(=O)c2ccc(S(=O)(=O)N3CCCc4ccccc43)cc2)sc2cc(S(N)(=O)=O)ccc21,15,9,-20,-2,2.8,8,5,14,14
CCN(CC(=O)NC1CCS(=O)(=O)C1)c1ccc(S(=O)(=O)N(CC)CC)cc1[N+](=O)[O-] (stereo unspecified),-11,-127,-13,-1,0.2,4,6,-8,1
CCOC(=O)Cn1c(=NC(=O)CSC(C)=O)sc2cc(F)ccc21,-15,-4,-13,-2,-1.1,-6,2,26,18
O=C(CNC(=O)N1CC(=O)Nc2ccccc21)Nc1ccc(Cl)cc1,-15,20,11,-9,1.7,-9,-3,4,9
CCC(=O)Nc1nc2nc(C)cc(=O)n2[nH]1,22,4,18,-6,1.4,2,36,-4,18
Cc1ccc(-c2nc(CSCC(=O)N3CCN(C(=O)c4ccco4)CC3)c(C)o2)cc1,27,-2,8,-4,-1.3,-10,0,9,-6
COc1ccc(C(=O)Nc2ccc(NC(=O)c3ccccc3OC)nc2)cc1,-9,-16,-55,6,3.4,-9,14,20,-9
O=C(c1cc([N+](=O)[O-])cc([N+](=O)[O-])c1)N1CCCc2ccccc21,18,4,13,-5,1.2,-18,7,3,-13
COc1cc(C(C(=O)NC2CCCC2)N(C(=O)c2ccco2)c2ccccc2C(C)=O)cc(OC)c1OC (stereo unspecified),-11,-8,4,-4,-0.7,2,-4,-2,6
CCS(=O)(=O)Nc1cccc(C2=NN(S(C)(=O)=O)C(c3cccs3)C2)c1 (stereo unspecified),3,-10,-5,-3,-0.7,-3,-20,3,15
CCOC(=O)N=S(=O)(Oc1ccc([N+](=O)[O-])cc1)c1ccccc1 (stereo unspecified),-5,7,14,-1,2.3,-5,4,16,9
O=C(NC1CC(=O)N(c2ccc(F)cc2)C1)N1CCN(C(=O)c2ccco2)CC1 (stereo unspecified),13,-2,4,-2,-0.5,-3,-16,2,11
Cc1ccc(C2/C(=C(\O)c3ccc4c(c3)OCCO4)C(=O)C(=O)N2CC2CCCO2)cc1 (stereo unspecified),11,12,0,-3,1.2,3,-11,-2,3
O=C(CNc1cccc(Cl)c1)NNC(=S)NCc1ccccc1,-40,-18,-34,-1,0.4,13,1,-10,6
COc1ccc(-c2oc3ccc(-c4ccc5c(c4)OCO5)cc3c2C#CC2(O)CCCCC2)cc1,65*,7,-24,4,2.3,0,-3,-1,3
COc1ccc(C2=CSC3=NNC4(CCCCC4)NN23)cc1,-26,-9,-7,4,3.0,2,45,7,8
Cc1c(C(=O)O)c2cc(O)ccc2n1-c1ccccc1,12,5,1,-1,1.2,3,-2,-19,7

# In the list so far, these have a Cl atom.
SMILES,Mdm2-MdmX inh,Jurkat NFkB inh,697 NFkB inh,UPR XBP1 act,UPR CHOP act,CXCR6 block,Gli-Sufu antag,EBI2 antag,CCR6 antagonist
Cn1c(N)c(C(=O)CCl)c(=O)n(Cc2ccccc2)c1=O,26,-11,7,0,16,9,-6,6,21
O=S(=O)(c1cccc(-c2cn3cc(Cl)ccc3n2)c1)N1CCOCC1,-2,10,-2,4,0.4,-4,-1,5,-14
O=C(CNC(=O)N1CC(=O)Nc2ccccc21)Nc1ccc(Cl)cc1,-15,20,11,-9,1.7,-9,-3,4,9
O=C(CNc1cccc(Cl)c1)NNC(=S)NCc1ccccc1,-40,-18,-34,-1,0.4,13,1,-10,6

# (more compounds)
SMILES,Mdm2-MdmX inh,Jurkat NFkB inh,697 NFkB inh,UPR XBP1 act,UPR CHOP act,CXCR6 block,Gli-Sufu antag,EBI2 antag,CCR6 antagonist
Cc1ccccc1/C=N/N1C(=O)CSC1=S,-7,4,4,-1,-0.8,-7,3,-1,-2
O=C(O)C1Cc2ccccc2CN1S(=O)(=O)c1ccc2ccccc2c1 (stereo unspecified),-6,7,17,-1,-1.0,4,-2,-4,-4
Cc1cc(C)c(S(=O)(=O)N2CCN(C(=O)c3ccccc3OCc3c(C)noc3C)CC2)c(C)c1,/,/,/,/,/,0,-7,10,10
CCC(C(=O)NC1CCN(C)CC1)c1ccccc1 (stereo unspecified),13,4,-15,-3,0.5,-1,5,1,-1
O=c1[nH]c(/C=C/c2cccc([N+](=O)[O-])c2)c([N+](=O)[O-])c(=O)[nH]1,17,4,12,-3,1.1,1,-5,0,8
Cc1noc(NS(=O)(=O)c2ccc(N/C=C\C(=O)c3ccc(F)cc3)cc2)c1C,-37,2,1,0,0.3,5,-1,0,13
CS(=O)(=O)N(CCc1ccccc1)CC(=O)N1CCCCC1,-2,-20,-6,3,-0.5,-8,-5,-4,14
CN(Cc1nc2ccccc2c(=O)[nH]1)C(=O)c1cccc(S(=O)(=O)N2CCCCCC2)c1,13,-4,-6,0,0.7,1,6,3,11
Cc1nc2n(COCCO)cnn2c(=O)c1Br,15,2,-9,3,0.0,-2,-8,-4,-2
COc1cccc(N2CCN(C(=O)c3ccc(CS(=O)Cc4ccc(C)cc4)o3)CC2)c1 (stereo unspecified),18,-5,-16,-5,0.8,-4,-9,2,14
O=C1OC(Nc2nc(-c3ccc(F)cc3)cs2)c2ccccc21 (stereo unspecified),63*,9,-12,-12,1.1,4,14,9,21
CCC(=O)c1ccc(OCC(=O)N2CCCC2)c(OC)c1,37,-5,-5,4,-0.7,-5,-3,-6,-6
Cc1c(C(=O)NCC2CCCO2)cccc1[N+](=O)[O-] (stereo unspecified),7,-7,7,-2,1.0,-5,-7,-19,1
CCN1CCCC1Cn1cnc2c([nH]c3cccc(Cl)c32)c1=O (stereo unspecified),-3,-26,-28,-5,-2.1,2,/,6,11
CC/C(=C1/C(=O)CC(C)(C)C(C(=O)OC)C1=O)N1CCCC1 (stereo unspecified),12,7,15,-1,-3.4,-10,-3,0,-34
COc1ccc(/C=N/Nc2ncnc3sc4c(c23)CCCC4)cc1O,-33,-37,-30,4,3.4,0,-52,16,-6
O=C(Cc1ccc(S(=O)(=O)N2CCCCC2)s1)Nc1ccc(F)c(F)c1,28,-16,-13,-2,2.2,11,/,24,43
CC1CC(=O)c2cnc(Nc3cccc(C(F)(F)F)c3)nc2C1 (stereo unspecified),-11,-10,1,1,4.1,-1,-6,19,15
CCOC(=O)N1CCN(C(=O)c2ccc(NS(=O)(=O)c3ccc4[nH]c(=O)[nH]c4c3)cc2)CC1,12,5,5,-1,-0.3,-4,-11,0,-5
CCOC(=O)CN1CC23C=CC(O2)C(C(=O)Nc2ccc4c(c2)OCO4)C3C1=O (stereo unspecified),-14,-15,-10,3,4.6,-11,-18,-2,-2
O=C1NC(=O)/C(=C\c2ccc(Cl)cc2Cl)N1,/,/,/,/,/,-11,-4,3,13
CCC(=O)Nc1ccc(C(=O)NNC(=O)Cc2ccccc2)cc1,9,3,13,-5,-4.6,-4,-3,-8,-20
CNc1nc(C)c(C(=O)OCc2ccccc2)s1,-1,-13,-41,6,6.3,2,0,-4,8
C=CCN1C(=O)C(=O)N(CC(=O)c2ccc3c(c2)CCCC3)C1=O,7,-7,16,2,2.4,0,-3,2,6
Cc1csc(SCC(=O)c2c(N)n(CC(C)C)c(=O)n(C)c2=O)n1,8,30,25,2,0.9,-17,20,-3,-16
CC(Sc1nc2c(c(=O)[nH]1)CCCC2)C(=O)Nc1ccccc1C#N (stereo unspecified),25,10,-8,-1,-3.0,4,15,6,4
CCN(CC(=O)Nc1ccc(NC(C)=O)cc1)C(=O)C12CC3CC(CC(Cl)(C3)C1)C2,-9,6,26,-4,0.7,-6,47,-1,5
O=C(CCCN1C(=O)C(c2ccccc2)Oc2cccnc21)Nc1ccccc1Cl (stereo unspecified),-5,7,3,-2,1.6,-6,-37,10,6
CCC(CC)NC(=O)c1cc2c(C)nn(Cc3ccccc3Cl)c2s1,15,2,30,4,-1.5,8,0,9,8
COc1ccccc1NC(=S)NC1CCC(CC2CCC(NC(=S)Nc3ccccc3OC)CC2)CC1 (stereo unspecified),20,10,-18,-1,2.2,-8,-4,2,21
COc1c2c(nc3ccccc13)OC(C(C)(O)COC(C)=O)C2 (stereo unspecified),18,-6,7,-3,1.3,-1,6,-12,-5
COc1ccc(CCNC(=O)C(=O)c2c[nH]c3ccccc23)cc1OC,11,-12,-6,0,2.5,-3,-4,-1,-8
Cc1ccc(S(=O)(=O)NC2CCCCCC2)cc1C(N)=O,16,3,-2,-10,0.4,-2,/,2,6
COC(=O)CCC(=O)OC1(C)C(=O)C=C2C=C(C3CC3)N(C3CCCC3)C=C2C1=O (stereo unspecified),10,2,23,2,-2.5,-14,-5,-13,-4
O=C(NN=C1CCCCC1)NC1CCCCC1,2,-8,8,0,-1.6,-18,3,-4,25
